Compound activity from PubChem.
Lamin A splicing = modulators of lamin A splicing | Potency, µM (doses to about 46.1 µM), without a hit: at the highest dose ratio change, negative = inhibition, hits mostly inhibitors | HeLa LMNA splicing GFP/RFP minigene ratio, 48 h | 200,000 tested, 0.01% active | AID 1487; active = well fitted inhibition curve with a large enough effect in the signal ratio, with a control signal flat, not every such curve was filed as active; inconclusive = small, poorly fitted or top-dose-only effect, or effect the other way, or a change in a side signal; the % refers to the signal ratio; note: potency is the fitted concentration of half-maximal effect; % is set by controls: 0 for no effect and ±100 for the full control effect
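Read-out is the ratio of GFP to DsRed2 object intensity, acquired by 488 nm laser-scanning cytometry on HeLa lamin A-EGFP minigene reporter cells. Compound incubation 48 hrs at 37 °C in Opti-MEM with 2% FBS; DMSO 0.5% final.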
IMPase Li cell = cell-permeable IMPase inhibitors with lithium potentiation; AID 1457; 210,000 tested, 0.35% active; CHO-M1 cells, IP1 TR-FRET (IP-One), carbachol + lithium; Potency, µM (top dose mostly 59.4 µM), inactives show at the top dose activity, negative = IMPase inhibition, most hits filed as inhibitors;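 note: IP1 builds up when IMPase is blocked and the TR-FRET signal falls; potency is the fitted concentration of half-maximal effect; plate controls were basal vehicle for no effect and high inhibitor control for full effect; nearly all actives have a fitted effect of over 50% in size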
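CHO-M1, 2000 cells/well, 16–30 h culture; cpd + low Li+, 30 min 37C; lysis with d2-IP1/Eu-anti-IP1 Ab, 10 min RT; TR-FRET 665/620 ratio and 620 channel; AC50 via Hill.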
NPSR antagonist = antagonists of human neuropeptide S receptor cAMP signaling. CHO-NPSR cells, cAMP TR-FRET, antagonist mode. Potency, µM (top dose mostly 38.3 µM), inactives show at the top dose activity change, negative = inhibition, usual class: inhibitors. 220,000 tested, 1% active; note: potency is the fitted concentration of half-maximal effect; % is set by controls: 0 for no effect and ±100 for the full control effect; nearly all actives have a fitted effect of over 50% in size; many of its hits are not listed in these tables
Target sequence (Q6W5P4 whole entry, looked up): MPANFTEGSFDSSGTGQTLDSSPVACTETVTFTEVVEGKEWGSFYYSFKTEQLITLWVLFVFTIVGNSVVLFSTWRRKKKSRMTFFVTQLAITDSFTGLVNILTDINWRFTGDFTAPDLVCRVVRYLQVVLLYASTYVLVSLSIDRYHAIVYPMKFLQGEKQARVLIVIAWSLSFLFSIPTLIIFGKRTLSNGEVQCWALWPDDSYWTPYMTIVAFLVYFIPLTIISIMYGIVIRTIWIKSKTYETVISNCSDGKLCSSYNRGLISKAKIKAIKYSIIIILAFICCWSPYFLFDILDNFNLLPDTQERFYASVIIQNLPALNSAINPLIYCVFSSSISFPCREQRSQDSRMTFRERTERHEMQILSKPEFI
KinaseGlo FLuc = counter-screen: inhibitors of Kinase-Glo firefly luciferase; Q27757; Kinase-Glo luciferase, ATP luminescence, 8 min; Potency, µM (titrated, usually from 38.3 µM), for the others: at the highest dose activity change, negative = inhibition, actives largely listed as inhibitors; 200,000 tested, 0.28% active; AID 1379; note: potency is the fitted concentration of half-maximal effect; % is set by controls: 0 for no effect and ±100 for the full control effect; nearly all actives have a fitted effect of over 60% in size
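Kinase-Glo luciferase light output from ATP and luciferin was measured with 10 uM ATP, within the enzyme's linear range. Buffer: 50 mM imidazole pH 7.2, 50 mM KCl, 7 mM MgCl2, 0.01% Tween 20, 0.05% BSA; luminescence read after 8 min at ambient temperature.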
Epigenetic derep = derepresses silenced GFP reporter in murine cells; Potency, µM (titrated, usually from 53.9 µM), inactives show at the highest dose GFP activation, actives largely listed as activators; murine LDR cells, GFP reporter derepression, 30 h; 280,000 tested, 0.2% active; note: potency is the fitted concentration of half-maximal effect; % of control where 0% means no effect; nearly all actives have a fitted effect of over 60% in size
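Reporter derepression read as number of fluorescent GFP-positive objects, 20-120 um in size, counted by laser-scanning cytometer. Mouse LDR line with an epigenetically silenced CMV-GFP locus; compound incubation 30 h, 37 C.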
HTT aggregate = reduces HttQ103-GFP aggregates in PC12 cells | PC12 HttQ103-GFP aggregates, Acumen cytometry, 40 h | Potency, µM (doses to about 46.1 µM), for inactives: at the highest dose activity change, negative = inhibition, usual class: inhibitors | 220,000 tested, 1.1% active | AID 1688; note: potency is the fitted concentration of half-maximal effect; % is set by controls: 0 for no effect and ±100 for the full control effect; nearly all actives have a fitted effect of over 60% in size
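PC12 cells stably carrying ecdysone-inducible HTT exon 1 Q103–GFP were induced with tebufenozide (100 nM final) and treated with library compounds in titration. GFP aggregates in lysates were counted by laser scanning cytometry.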
CBFb-RUNX1 inh = inhibitors of human CBF-beta and RUNX1 interaction | 230,000 tested, under 10 active | AID 1477 | AlphaScreen CBFb-His/RUNX1-biotin binding, biochemical | Potency, µM (doses to about 59.8 µM), inactives show at the top dose activity, negative = inhibition, hits mostly inhibitors | Q01196+Q13951; note: % of control where 0% means no effect
Target sequence (Q01196 whole entry, looked up): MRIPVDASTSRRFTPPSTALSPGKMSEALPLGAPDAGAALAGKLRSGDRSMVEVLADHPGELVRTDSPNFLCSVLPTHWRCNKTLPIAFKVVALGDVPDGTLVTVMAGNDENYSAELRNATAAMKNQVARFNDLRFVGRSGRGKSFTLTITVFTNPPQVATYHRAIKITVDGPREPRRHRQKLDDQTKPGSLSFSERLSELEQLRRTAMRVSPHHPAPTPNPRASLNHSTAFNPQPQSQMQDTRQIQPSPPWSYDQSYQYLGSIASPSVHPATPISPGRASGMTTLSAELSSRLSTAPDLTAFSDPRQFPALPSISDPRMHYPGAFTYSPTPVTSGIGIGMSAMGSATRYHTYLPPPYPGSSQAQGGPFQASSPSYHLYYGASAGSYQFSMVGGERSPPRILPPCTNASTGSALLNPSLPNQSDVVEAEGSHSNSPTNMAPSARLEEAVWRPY
Target sequence (Q13951 whole entry, looked up): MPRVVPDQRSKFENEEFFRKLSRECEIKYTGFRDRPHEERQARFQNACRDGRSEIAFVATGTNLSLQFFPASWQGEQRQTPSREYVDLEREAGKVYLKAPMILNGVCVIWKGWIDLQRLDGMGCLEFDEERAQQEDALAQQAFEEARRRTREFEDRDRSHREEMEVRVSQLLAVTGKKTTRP
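His-tagged CBF-beta and biotinylated RUNX1 (30 nM each) were premixed 20 min at room temperature, exposed to compound for 15 min, then given nickel-chelate and streptavidin AlphaScreen beads (50 ng each). After 90 min, AlphaScreen signal was read.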
Numbers without * were called inactive; ? = inconclusive; . = no result given; & = joins results of further samples; [ ] = another dose, or the depositor's remark. Unless noted, calls come from the whole dose curve; as a rule, active = well fitted curve in the direction sought with a large enough effect; inconclusive = small, poorly fitted or top-dose-only effect, or another doubt; inactive = no such curve, though single readings can be large; an effect the other way counts as inactive or inconclusive. The list is partial, so the mix of outcomes need not match the whole.

Order of values – NPSR antagonist	HTT aggregate	KinaseGlo FLuc	Lamin A splicing	Epigenetic derep	CBFb-RUNX1 inh	IMPase Li cell
O=C(NCc1ccco1)c1cc(-c2cccnc2)nc2ccccc12
    -6.6%[46.1 µM]	8.0%	1.5%	-6.5%	-0.9%	-4.0%	3.8%
CCOC(=O)N1CCN(C(=O)/C(=C/c2cccc3ccccc23)NC(=O)c2ccc(OC)cc2)CC1
    -20.4%[46.1 µM]	7.1%	0.7%	-15.9%	0.1%	-6.7%	4.1%
CN(C)c1ccc(/C=C2\SC(=O)N(CCc3nnc(N)s3)C2=O)cc1
    -12.2%	7.6%[9.22 µM]	.	.	?	-4.9%	.
Cc1cccc(N2CCN(C(=S)Nc3ccc4nc(N5CCN(C)CC5)cc(C)c4c3)CC2)c1C
    -36.7%	5.4%	-3.7%	.	?	3.7%	-9.8%
COc1ccc(N2CCN(C(=O)CSc3nnc4c(C)cc5cc(C)ccc5n34)CC2)cc1
    -8.1%[46.1 µM]	?	1.4%	-6.4%	-1.0%	-0.9%	-8.2%[38.3 µM]
CCOC(=O)c1c(NC(=O)c2ccccc2Cl)sc2c1CCc1ccccc1-2
    -27.7%	-13.8%	4.9%	?	7.4%	?	5.8%
COCCCN1CC23C=CC(O2)C(C(=O)O)C3C1=O (configuration not stated)
    1.8%[46.1 µM]	15.5%	0.8%	-2.5%	2.7%	-0.7%	-1.4%[38.3 µM]
COc1cc(/C=N/n2cnc3c(sc4nc(C)cc(C)c43)c2=O)ccc1O
    24.4%	0.0%[9.22 µM]	.	.	1.1%	12.2%	.
COc1ccc(C2CC(=O)Oc3cc(OC)ccc32)cc1 (configuration not stated)
    .	.	1.5%[39.9 µM]	.	0.6%	7.2%[89.1 µM]	4.0%
CCOc1ccc(N(CC(=O)Nc2ccc(OC)cc2)S(=O)(=O)c2c(C)noc2C)cc1
    -13.4%[46.1 µM]	-1.1%	-0.5%	2.3%	1.7%	1.2%	12.4%[38.3 µM]

Single records, as listed above. Order of values: NPSR antagonist | HTT aggregate | KinaseGlo FLuc | Lamin A splicing | Epigenetic derep | CBFb-RUNX1 inh | IMPase Li cell
O=C(NCc1ccco1)c1cc(-c2cccnc2)nc2ccccc12 in the list: -6.6%[46.1 µM] | 8.0% | 1.5% | -6.5% | -0.9% | -4.0% | 3.8%
CN(C)c1ccc(/C=C2\SC(=O)N(CCc3nnc(N)s3)C2=O)cc1 in the list: -12.2% | 7.6%[9.22 µM] | . | . | ? | -4.9% | .
CCOC(=O)c1c(NC(=O)c2ccccc2Cl)sc2c1CCc1ccccc1-2 in the list: -27.7% | -13.8% | 4.9% | ? | 7.4% | ? | 5.8%
COCCCN1CC23C=CC(O2)C(C(=O)O)C3C1=O (configuration not stated) in the list: 1.8%[46.1 µM] | 15.5% | 0.8% | -2.5% | 2.7% | -0.7% | -1.4%[38.3 µM]
Cc1cccc(N2CCN(C(=S)Nc3ccc4nc(N5CCN(C)CC5)cc(C)c4c3)CC2)c1C in the list: -36.7% | 5.4% | -3.7% | . | ? | 3.7% | -9.8%

(continued)
Order of values – NPSR antagonist	HTT aggregate	KinaseGlo FLuc	Lamin A splicing	Epigenetic derep	CBFb-RUNX1 inh	IMPase Li cell
Cc1ccc(CNC(=O)CCC2CCCN(C(=O)c3ccc4c(c3)OCO4)C2)o1 (configuration not stated)
    2.8%	?	-4.2%	.	-6.6%	10.7%	-6.6%
CCCC(=O)Nc1ncnc2c1ncn2[C@@H]1O[C@@H]2COP(=O)(O)O[C@H]2[C@H]1OC(=O)CCC
    ?	4.6%	0.8%&-1.1%	1.5%	4.8%&-0.3%	10.6%	7.6%&-1.8%
O=C(Cn1cc(C(=O)c2cccs2)c2ccccc21)NCc1ccc2c(c1)OCO2
    -20.8%[46.1 µM]	-10.9%	-3.1%	5.9%	-0.2%	-2.5%	5.2%[38.3 µM]
Cc1cccc(NC(=O)CN(c2ccc(F)cc2)S(C)(=O)=O)c1
    ?	?	-8.4%	?	-1.1%	-6.9%	17.8%
COc1ccccc1NC(=S)Nc1ccc2cn[nH]c2c1
    -1.7%	-0.7%	1.8%	-8.5%[46 µM]	2.4%	3.3%	14.4%
COCCNC(=O)c1ccc2ccccc2n1
    7.3%[46.1 µM]	2.2%	-3.2%	8.3%	-1.3%	8.5%	2.6%[38.3 µM]
O=C(OCCNC(=O)c1ccc2ccccc2n1)c1ccc(F)cc1
    -27.4%[46.1 µM]	-0.8%	0.3%	0.7%	1.9%	12.7%	-0.8%[38.3 µM]
C/C(N)=C(/C#N)C(=O)CSc1nnc(COc2ccccc2Cl)o1
    -2.0%[46.1 µM]	-18.7%	-4.0%	6.1%	1.9%	-7.6%	12.9%[38.3 µM]
O=c1cc(N2CCCC2)c(-c2ccccc2)n[nH]1
    -2.2%	-5.0%	-0.1%	.	0.5%	-0.8%	16.5%
CCOC(=O)CC(=O)CSc1ccc2nnc(-c3ccc(C)cc3)n2n1
    -5.2%[46.1 µM]	-27.3%	-5.8%	10.0%	-1.1%	-12.6%	-7.6%[38.3 µM]

The list goes on:
Order of values – NPSR antagonist	HTT aggregate	KinaseGlo FLuc	Lamin A splicing	Epigenetic derep	CBFb-RUNX1 inh	IMPase Li cell
CCNc1nc(NC(C)(C)C)nc(N(C#N)CC)n1
    -2.6%[46.1 µM]	-21.8%	-0.1%	7.4%	0.0%	-0.5%	6.7%[38.3 µM]
O=C(Nc1ccc2oc(-c3ccccc3)nc2c1)C1CCCO1 (configuration not stated)
    -12.2%	-14.4%	-8.1%	19.4%	-1.0%	5.3%	0.5%
Cc1cc(C2C(=O)CC(=O)CC2c2ccccc2)on1 (configuration not stated)
    -19.2%[46.1 µM]	8.7%	0.2%	-2.8%	-2.4%	-17.1%	3.9%[38.3 µM]
O=C(CCn1cnnn1)Nc1ccc(Cl)cc1Cl
    14.7%	9.9%	1.8%	.	0.1%	-3.3%	0.5%
Nn1c(Cc2cccc3ccccc23)nnc1SCc1ccccc1Cl
    -9.4%	-7.3%	-0.5%	?	3.8%	-0.8%	15.0%
COc1ccccc1C(=O)NCCn1cc(SCC(=O)NCc2ccco2)c2ccccc21
    -18.2%	-17.7%	2.7%	?	-1.0%	-7.4%	16.2%
CC(C)c1nnc(NC(=O)CCC(=O)NCc2ccco2)s1
    -6.1%[46.1 µM]	7.8%	0.2%	10.1%	-3.0%	-5.5%	13.6%[38.3 µM]
N#C/C(=C\c1cccs1)C(=O)Nc1nccs1
    -27.7%	20.2%	-8.6%	-3.3%[46 µM]	0.9%	-10.9%	11.4%
COC(=O)C1=C(C(C)=O)C(c2ccc(C)cc2)n2nnnc2N1 (configuration not stated)
    -9.9%[46.1 µM]	7.7%[9.22 µM]	14.3%	7.0%	1.9%	-4.4%	-10.0%[38.3 µM]
CCCC1OC23CCCCC2C(C#N)(C(=N)O3)C1(C#N)C#N (configuration not stated)
    -0.5%[46.1 µM]	10.0%	-1.4%	-8.2%	-1.2%	0.1%	-5.1%[38.3 µM]

Other records:
Order of values – NPSR antagonist	HTT aggregate	KinaseGlo FLuc	Lamin A splicing	Epigenetic derep	CBFb-RUNX1 inh	IMPase Li cell
COCCNC(=O)c1ccccc1NC(=O)c1cc(OC)cc(OC)c1
    3.8%	-14.1%	-2.4%	-5.7%	-1.0%	0.5%	1.4%
CCOc1ccc(NC2c3ccccc3C(=O)N2Cc2ccc3c(c2)OCO3)cc1 (configuration not stated)
    ?	?	1.8%	-0.4%	2.9%	?	14.4%[38.3 µM]
CCn1c(SCC(=O)O)nnc1-c1cc2c(C)nn(-c3ccccc3)c2s1
    -2.8%[46.1 µM]	5.3%	-0.9%	4.8%	-0.8%	6.9%	-12.3%[38.3 µM]
CCCOc1ccc(C2/C(=C(\O)c3c(C)[nH]c(C(=O)OC)c3C)C(=O)C(=O)N2CCN(C)C)cc1 (configuration not stated)
    12.4%[46.1 µM]	8.5%	13.7%	-2.8%	0.0%	-4.1%	?
CCCCCCCC(O)CC(CC1CCCCC1)C(=O)NN (configuration not stated)
    13.4%	3.3%	-0.8%	-3.1%	2.5%	0.7%	-8.3%
COc1ccc(C(O)c2nccc3cc(OC)c(OC)cc23)cc1OC (configuration not stated)
    49.5%	-15.6%	-2.6%	?	1.1%	5.5%	-5.7%
CCCCOc1cccc(-c2cc(C(=O)NNC(=S)NCC)c3ccccc3n2)c1
    2.3%[46.1 µM]	-15.0%[9.22 µM]	0.4%	?	0.8%	-10.3%	4.9%[38.3 µM]
COCCCNC(=O)C1CC(=O)OC1c1ccc(OC)c(OC)c1 (configuration not stated)
    -5.3%[46.1 µM]	13.7%	0.4%	2.9%	-1.4%	3.6%	-8.4%[38.3 µM]
Cc1cc(C)nc(SCC(=O)Nn2cnnc2)n1
    -3.0%[46.1 µM]	5.9%	-8.9%	9.5%	2.5%	13.9%	-24.0%[38.3 µM]
O=C(COC(=O)c1ccc(Cl)cc1O)NC(=O)C1CCCCC1
    1.2%	11.7%	3.1%	?	-3.2%	10.6%	?

Further results follow:
Order of values – NPSR antagonist	HTT aggregate	KinaseGlo FLuc	Lamin A splicing	Epigenetic derep	CBFb-RUNX1 inh	IMPase Li cell
CCn1c(SCc2ccc(Cl)c(Cl)c2)nnc1C(C)NC(=O)c1ccc(OC)cc1 (configuration not stated)
    1.9%	?	2.4%	-13.1%	-1.1%	5.6%	3.2%
Cc1c(Cl)cccc1N(CC(=O)N1CCCCCC1)S(C)(=O)=O
    -13.9%[46.1 µM]	-11.4%	0.0%	-3.0%	-0.2%	3.7%	4.6%[38.3 µM]
Cc1ccc(NC(=O)Cn2cccc2)c(Br)c1
    3.9%[46.1 µM]	16.9%	-1.7%	15.1%	-0.9%	-7.0%	-7.4%[38.3 µM]
COc1ccc(OC)c(NC(=O)c2nc(-c3ccccc3)oc2C)c1
    -22.4%	-23.8%	-0.9%	?	1.8%	4.4%	1.9%
CSc1nc2ccccc2c(=O)n1Cc1ccc(F)cc1
    -35.8%	-2.7%[9.22 µM]	1.7%	.	-0.8%[10.1 µM]	5.0%	15.8%
COc1ccc(OCCCN2CCCC(C)C2)cc1 (configuration not stated)
    -1.4%[46.1 µM]	-21.2%	1.6%	-4.6%	0.0%	5.8%	23.9%[38.3 µM]
COc1ccccc1C(=O)N1c2ccccc2Sc2ccccc21
    -16.0%	-0.4%	1.6%	?	-1.9%	4.8%	-2.3%
COCCCNC(=O)CSC1=Nc2ccccc2C2=NC(Cc3c[nH]c4ccccc34)C(=O)N12 (configuration not stated)
    0.6%[46.1 µM]	9.3%	-8.7%	4.6%	-2.2%	8.2%	-0.6%[38.3 µM]
